LAP4-GFP MLPCN – modulators of TOR pathway LAP4-GFP in S. cerevisiae; S. cerevisiae LAP4-GFP multiplex, flow cytometry GFP, 3 h; median GFP as percent of DMSO wells; GFP response vs DMSO, % at 10 µM; 320,000 tested, 0.34% active; AID 2023;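 active = GFP response vs DMSO above a set limit, about the screen mean plus 3 SD, cut at about 150% in these data; inconclusive = under 70 cell events counted for the yeast strain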
Yeast superoxide – yeast age-related superoxide inhibition as caloric restriction mimetic | S. cerevisiae aged cells, superoxide DHE fluorescence; hits give low values | 330,000 tested, 0.18% active | superoxide response (% of plate mean), % at 10 µM;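 active = superoxide response under a set limit, about three screen SD below normal, cut at about 65% in these data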;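 note: yeast aged for seven days with compound at 30 °C before DHE staining; 100% = average MFI of all compound-treated wells on the plate with controls excluded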
RPL19A TOR yeast – alters RPL19A-GFP fluorescence in TOR pathway yeast screen; percent response vs DMSO, % at 10 µM; S. cerevisiae RPL19A-GFP strain, flow cytometry, 3 h; hits give low values; AID 2025; 330,000 tested, 0.3% active;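 active = percent response vs DMSO below 50%; inconclusive = fewer than 70 events counted for the yeast strain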;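 note: median channel GFP fluorescence of the barcoded RPL19A-GFP strain; ratio of sample median GFP to plate DMSO average so 100% = DMSO; lower means less RPL19A-GFP as with rapamycin TOR inhibition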
MEP2-GFP yeast – modulators of TOR pathway MEP2-GFP in S. cerevisiae; 330,000 tested, 0.51% active; GFP response vs DMSO, % at 10 µM; S. cerevisiae MEP2-GFP strain, flow cytometry GFP, 3 h; 100% = DMSO control level;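 active = GFP response versus DMSO above a set limit, roughly screen mean plus 3 SD, cut at about 180% in these data; inconclusive = fewer than 70 cells counted for a yeast strain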;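 note: median GFP fluorescence of the barcode-gated MEP2-GFP cells per well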
AHR activator – activators of human aryl hydrocarbon receptor; P35869; AHR-responsive luciferase reporter cells, luminescence; activation, % at 5 µM; 320,000 tested, 2.5% active; in the data active = activation above about 47%;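 note: 0% = vehicle wells and 100% = reference agonist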
Target sequence (P35869 whole entry, looked up): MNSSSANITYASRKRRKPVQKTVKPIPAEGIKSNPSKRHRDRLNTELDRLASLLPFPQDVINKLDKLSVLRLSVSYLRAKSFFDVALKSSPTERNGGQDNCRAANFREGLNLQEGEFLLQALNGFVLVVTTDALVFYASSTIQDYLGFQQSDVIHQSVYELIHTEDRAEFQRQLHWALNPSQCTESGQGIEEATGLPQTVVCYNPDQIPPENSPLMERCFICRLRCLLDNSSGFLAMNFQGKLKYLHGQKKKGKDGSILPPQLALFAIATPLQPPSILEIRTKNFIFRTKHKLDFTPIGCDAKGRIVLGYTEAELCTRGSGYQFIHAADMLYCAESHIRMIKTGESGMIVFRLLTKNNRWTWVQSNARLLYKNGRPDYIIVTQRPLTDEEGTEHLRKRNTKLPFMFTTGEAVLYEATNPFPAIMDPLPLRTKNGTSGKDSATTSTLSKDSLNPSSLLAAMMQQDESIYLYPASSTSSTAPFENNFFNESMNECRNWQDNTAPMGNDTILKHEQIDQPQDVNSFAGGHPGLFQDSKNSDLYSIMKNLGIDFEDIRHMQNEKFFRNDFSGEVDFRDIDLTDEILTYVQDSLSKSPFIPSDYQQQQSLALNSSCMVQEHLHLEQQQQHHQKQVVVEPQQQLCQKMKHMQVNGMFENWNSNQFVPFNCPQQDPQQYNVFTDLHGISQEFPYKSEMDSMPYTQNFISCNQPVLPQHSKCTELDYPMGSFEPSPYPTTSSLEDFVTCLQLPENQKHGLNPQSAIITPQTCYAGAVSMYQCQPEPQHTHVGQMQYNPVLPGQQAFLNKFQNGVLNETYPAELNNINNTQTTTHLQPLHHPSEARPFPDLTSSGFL
CIT2-GFP yeast – modulators of TOR pathway CIT2-GFP in S. cerevisiae | S. cerevisiae CIT2-GFP strain, flow cytometry, 3 h; 100 means same as DMSO wells | GFP response vs DMSO, % at 10 µM | 320,000 tested, 0.065% active;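 active = GFP response relative to DMSO above a set limit, near the screen mean plus 3 SD, cut at about 150% in these data; inconclusive = Fewer than 70 cells measured for a yeast strain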;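 note: ratio of well median GFP fluorescence to mean of DMSO wells on the plate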
Efflux pump mplx – inhibitors of Candida antifungal efflux pumps expressed in yeast | S. cerevisiae Candida pump triplex, Nile Red efflux | inhibition, % at 10 µM | 330,000 tested, 0.44% active;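 active = plate passing quality check with inhibition over a set limit, or well fluorescence over plate mean plus 4 SD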;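 note: Nile Red retained in pooled yeast measured as flow cytometry median fluorescence; 0% = buffer negative control and 100% = Enniatin B positive control; higher means more Nile Red kept so more efflux inhibition; some compounds called inactive have numbers as strong as hits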
AGP1-GFP MLPCN – yeast TOR pathway AGP1-GFP modulation. S. cerevisiae AGP1-GFP multiplex flow cytometry, 3 h; GFP as percent of DMSO wells. GFP response vs DMSO, % at 10 µM. 320,000 tested, 0.02% active. AID 2066;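 active = GFP response relative to DMSO above a set limit, near screen average plus 3 SD, cut at about 150% in these data; inconclusive = fewer than 70 cells counted for the yeast strain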;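 note: median GFP channel fluorescence of the gated AGP1 strain per well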
* = called active by the depositor; ? = inconclusive; · = not tested or not shown; [ ] = remark or other dose.

Preview (10 entries):
SMILES	LAP4-GFP MLPCN	Yeast superoxide	RPL19A TOR yeast	MEP2-GFP yeast	AHR activator	CIT2-GFP yeast	Efflux pump mplx	AGP1-GFP MLPCN
Cc1nnc(SCC(=O)N2CCCC2)n1-c1ccc(F)cc1	105	102	97	98	-3	98	0.0	105
O=C(COC(=O)[C@@H]1CCCN1S(=O)(=O)c1ccc(Cl)cc1)NC12CC3CC(CC(C3)C1)C2	95	101	101	92	5	86	-0.1	94
COc1ccc(OCCn2cnc3ccccc32)cc1	93	93	96	113	·	90	0.0	29
CC1CCN(C(=O)NC(=O)c2ccccc2)CC1	80	91	106	103	1	·	0.0	93
CN(C)CCCN1C(=O)C(=O)/C(=C(/O)c2ccncc2)C1c1cccc(Br)c1 (configuration not stated)	97	109	95	99	-1	100	0.0	·
Oc1ccccc1-c1cc(-c2ccccc2)no1	102	95	·	106	43	92	0.1	99
O=C1N(CCCl)c2ccc(Br)cc2C12OCCO2	84	103	101	104	1	95	0.1	92
COc1cc(CN2CCC(n3nccc3NC(=O)C3CC3)CC2)cc(OC)c1	85	99	112	106	0	104	0.1	105
CCOC(=O)c1c(NC(=O)CSc2c[nH]c3ccccc23)sc2c1CCCC2	109	110	95	98	17	92	-0.1	97
COc1ccc(C)cc1NC(=O)CN1C(=O)COc2ccc(S(=O)(=O)N3CCCCC3)cc21	120	102	110	109	5	116	-0.1	113

The list itself, from the start:
SMILES	LAP4-GFP MLPCN	Yeast superoxide	RPL19A TOR yeast	MEP2-GFP yeast	AHR activator	CIT2-GFP yeast	Efflux pump mplx	AGP1-GFP MLPCN
Cc1nnc(SCC(=O)N2CCCC2)n1-c1ccc(F)cc1	105	102	97	98	-3	98	0.0	105
O=C(COC(=O)[C@@H]1CCCN1S(=O)(=O)c1ccc(Cl)cc1)NC12CC3CC(CC(C3)C1)C2	95	101	101	92	5	86	-0.1	94
COc1ccc(OCCn2cnc3ccccc32)cc1	93	93	96	113	·	90	0.0	29
CC1CCN(C(=O)NC(=O)c2ccccc2)CC1	80	91	106	103	1	·	0.0	93
CN(C)CCCN1C(=O)C(=O)/C(=C(/O)c2ccncc2)C1c1cccc(Br)c1 (configuration not stated)	97	109	95	99	-1	100	0.0	·
Oc1ccccc1-c1cc(-c2ccccc2)no1	102	95	·	106	43	92	0.1	99
O=C1N(CCCl)c2ccc(Br)cc2C12OCCO2	84	103	101	104	1	95	0.1	92
COc1cc(CN2CCC(n3nccc3NC(=O)C3CC3)CC2)cc(OC)c1	85	99	112	106	0	104	0.1	105
CCOC(=O)c1c(NC(=O)CSc2c[nH]c3ccccc23)sc2c1CCCC2	109	110	95	98	17	92	-0.1	97
COc1ccc(C)cc1NC(=O)CN1C(=O)COc2ccc(S(=O)(=O)N3CCCCC3)cc21	120	102	110	109	5	116	-0.1	113
COC(=O)c1cc(NC(=O)CC2CCCC2)cc(C(=O)OC)c1	67[may fluoresce violet]	92	27*[may fluoresce violet]	143[may fluoresce violet]	-1	?	0.3	?
O=C(Cn1ncc2c([nH]c3ccccc32)c1=O)N1CCN(c2ccccc2F)CC1	91	98	100	94	2	98	0.2	94
COc1cc(OC)c(NC(=S)Nc2cc(Cl)cc(Cl)c2)cc1Cl	108	100	95	102	2	100	0.3	95
CCCc1[nH]n(-c2ccc(F)cc2)c(=O)c1C=NCC1CCCO1 (configuration not stated)	109	99	98	94	8	95	-0.2	94
S=C(Nc1ccc2snnc2c1)N1CCN(c2ccccn2)CC1	100	107	100	105	37	83	0.0	98
C=COCCn1c(=N)n(CCC)c2ccccc21	95	113	90	94	-2	88	0.0	95
CC(C(=O)Nc1ccc2[nH]c(=O)[nH]c2c1)N1CCN(Cc2ccc3c(c2)OCO3)CC1 (configuration not stated)	107	88	103	106	-2	96	0.0	108
CCCCCCN=C(C)C1=C(O)C(C(=O)OC)C(C)(C)CC1=O (configuration not stated)	100	98	97	102	3	97	0.0	96
CC1CCCCC1NC(=O)CCNS(=O)(=O)c1cc(Br)cnc1N (configuration not stated)	97	98	99	104	2	103	-0.1	99
COc1ccc(N2CCN(CCCNC(=O)C3CCCN(S(=O)(=O)c4cnc[nH]4)C3)CC2)cc1 (configuration not stated)	102	99	103	109	-2	105	0.1	107
CCOC(=O)c1ccc(N2CN(C3CCCCC3)CNC2=S)cc1	98[may fluoresce violet]	90	31*[may fluoresce violet]	237*[may fluoresce violet]	0	?	0.0	?
COc1ccc(-c2c(C#Cc3ccsc3)c3cc(Br)ccc3n2C)cc1	109	95	105	101	11	101	-0.2	108
C=CC[C@@H](CC(=O)OC(C)(C)C)C(=O)OC[C@@H]1CCCN1C(=O)[C@@H](CC=C)CC(=O)N(CCO)Cc1ccccc1	115	98	97	93	-1	97	0.2	103
CCOC(=O)c1c(N)sc(C(=O)N(C)C)c1CN1CCOCC1	97	84	97	101	-2	97	0.0	97
CN(C(=O)COC(=O)CCc1c[nH]c2ccccc12)c1ccccc1	106	97	90	86	0	68	0.2	90
COc1ccc(C2CC(C(F)(F)F)n3nc(C(N)=O)c(Cl)c3N2)cc1OC (configuration not stated)	100	94	99	103	3	97	0.0	105
COc1cccc(OCC(Cn2c(C)nc3ccccc32)OC(C)=O)c1 (configuration not stated)	87	108	102	103	2	104	0.0	94
COc1ccc([N+](=O)[O-])cc1NC(=O)COC(C)=O	112	94	96	99	0	98	0.0	102
CSc1nnc(CCNS(=O)(=O)c2ccccc2Br)n1C	102	109	103	107	-1	102	0.0	100
CC(C)(C)N1CC23CCC(C[C@@H]2C1=O)O3 (some centres not stated)	104	96	106	95	0	100	-0.1	93
Cc1ccc2c(c1)N(C(=O)CCC(=O)NCCN1CCOCC1)CC(C)O2 (configuration not stated)	102	100	105	99	1	107	0.0	106
O=C1CCCCC1S(=O)(=O)c1ccccc1 (configuration not stated)	98	93	111	98	0	114	-0.1	112
c1ccc(-c2nc(N3CCCCCC3)nc(-n3ccnc3)n2)cc1	130	99	101	103	24	90	0.3	82
COc1cc(C(=O)NCC2(c3ccccc3)CCCC2)cc(OC)c1OC	96	101	104	107	6	107	-0.1	104
c1ccc(-c2nc(NCc3cccnc3)c3ccccc3n2)cc1	108	116	105	110	3	103	0.4	111
C1=C(CCNc2ncnc3nc[nH]c23)CCCC1	88	107	106	90	8	92	-0.1	86
Cc1ccc2c(c1)/C(=C/c1ccc(F)cc1)C(=O)N2	153*	113	77	133	10	52	0.2	85
COc1cc(OC)c(OC)cc1CN(C)CC1CCCN(CCc2ccccc2F)C1 (configuration not stated)	89	98	105	103	-2	97	0.0	99
CC(OC(=O)c1ccc(Br)o1)C(=O)NCC1CCCCC1 (configuration not stated)	85	80	94	95	-1	85	-0.1	84
CC(C)COc1ccc(CNC(=S)NCc2ccccc2)cc1	115	102	99	104	3	89	0.1	94

As a short view, some entries already given.
SMILES	LAP4-GFP MLPCN	Yeast superoxide	RPL19A TOR yeast	MEP2-GFP yeast	AHR activator	CIT2-GFP yeast	Efflux pump mplx	AGP1-GFP MLPCN
CC(OC(=O)c1ccc(Br)o1)C(=O)NCC1CCCCC1 (configuration not stated)	85	80	94	95	-1	85	-0.1	84
CC(C)COc1ccc(CNC(=S)NCc2ccccc2)cc1	115	102	99	104	3	89	0.1	94

(cont.)
SMILES	LAP4-GFP MLPCN	Yeast superoxide	RPL19A TOR yeast	MEP2-GFP yeast	AHR activator	CIT2-GFP yeast	Efflux pump mplx	AGP1-GFP MLPCN
CCN(CC(=O)NCc1ccc(F)cc1)C(=O)/C=C/c1cccs1	114	104	102	105	1	107	-0.2	107
COc1ccc(CCC(=O)OCC(=O)NCc2ccc(OC)c(OC)c2)cc1OC	94	114	96	97	0	96	0.1	95
CCC(CC)c1nnc(NC(=O)c2ccc3ccccc3n2)s1	104	106	95	105	31	99	0.0	96
C=CCSc1nc2ccsc2c(=O)n1-c1cccnc1	97	101	97	93	-1	94	-0.2	94
COc1ccc(OCC(O)CNC(=O)Nc2cc(F)ccc2C)cc1 (configuration not stated)	98	95	101	98	8	88	0.2	96
CNS(=O)(=O)c1ccc(NC(=O)c2cnn3c(C(F)F)cc(-c4ccccc4)nc23)cc1	112	98	96	90	5	92	0.0	101
CCOC(=O)c1c(C)[nH]c(C2=NNC(=Nc3cccc(Cl)c3)SC2)c1C	91	110	106	98	120*	113	-0.7	105
CC(=O)c1cccc(NC(=O)COc2ccc(S(=O)(=O)N3CCCCC3)cc2)c1	?	102	?	?	6	?	-0.1	?
C/C(CC(=O)Nc1ccccc1C)=N\NC(=O)Cc1csc(N)n1	?	102	?	?	11	?	0.0	?
CCc1nc(NCCN)c(C#N)c2c1CSC(C)(C)C2	91	96	104	97	9	116	0.1	107
Cc1cc2c(c(=O)n1C)C(Cc1ccccc1)C(C#N)=C(N)O2 (configuration not stated)	97	100	102	99	10	97	0.0	101
COc1cc(/C=N/NC(=O)CCOc2ccccc2C)cc(Br)c1O	113	95	100	124	3	105	0.7	108
CC(C)Oc1cccc(C(=O)C2CCCN(C(=O)c3ccccn3)C2)c1 (configuration not stated)	97	98	99	105	7	108	-0.2	100
O=C1c2nc3ccccn3c2C(=O)N1Cc1ccccc1	108	106	95	98	9	96	0.0	94
O=C1NC2(CCCC2)C(=O)N1Cc1cc(=O)n2ccsc2n1	106	86	98	100	2	102	0.1	104
O=C(CCN1C(=O)[C@@H]2Cc3ccccc3CN2C1=O)NCCc1ccccc1	97	111	102	106	1	103	-0.1	100
COc1ccc(OC)c(Cc2nnc(CCC(=O)N3CCC(N4CCCCC4)CC3)o2)c1	102	95	99	101	-2	106	0.0	102
Cc1ccccc1Nc1c(-c2ccccn2)nc2c(C)cccn12	97	99	97	96	-1	107	0.0	100
CCN1CCN(C2=C(NS(=O)(=O)c3ccc(Br)cc3)C(=O)c3ccccc3C2=O)CC1	105	210	103	99	1	103	-0.3	104
CC(=O)NC1c2ccccc2C(=O)N1Cc1ccccc1 (configuration not stated)	81	95	103	99	-2	110	-0.1	96
Cc1cccn2c(=O)c3cc(C(=O)NC4CCCCC4)sc3nc12	82	111	94	106	-6	88	0.8	93
CCN(C[C@H]1N[C@@](C)(C(=O)OC)[C@H]2C(=O)N(C)C(=O)[C@@H]12)C(=O)Nc1ccc(Cl)cc1	87	99	91	87	0	98	-0.4	93
COc1cc(-c2nc(S(=O)(=O)c3ccccc3)c(N3CCOCC3)o2)cc(OC)c1OC	108	110	107	108	5	·	-0.2	109
COc1ccc2[nH]c(=O)c(CN(C(=O)c3cccnc3)c3cc(C)ccc3C)cc2c1	103	104	98	103	5	106	-0.1	106
CSc1cccc(NC(=O)CN(C2CCCCC2)S(C)(=O)=O)c1	96	101	102	93	15	101	-0.1	102
COc1ccc(C(=O)NC(CCSC)C(=O)NC2CC2)cc1 (configuration not stated)	94	91	98	99	-1	110	-0.1	98
COC(=O)CCC(=O)OC1(C)C(=O)C2=CN(C3CC3)C(c3ccc(OC)cc3)=CC2=C(Br)C1=O (configuration not stated)	102	100	99	91	19	63	-0.1	78
COc1cc(C)c(NC(=O)COc2cccc3c2OC(C)(C)C3)cc1OC	100	104	102	109	0	99	-0.2	106
O=C(NCCC1=CCCCC1)C1CCN(C(=O)c2ccc(Br)cc2)CC1	97	105	97	102	3	93	0.2	96

Source: PubChem
